# Assay outcomes from PubChem BioAssay.
# M5 antag: antagonists of human muscarinic M5 receptor (CHRM5) | CHO-hM5 cells, Fluo-8 calcium fluorescence, ACh EC80 | P08912 | 360,000 tested, 0.59% active | inhibition, % at 3 µM;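 active means inhibition above a per-plate cutoff, the mean of that plate's test compounds plus 3 SD, cut at about 27% in these data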;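 further: 0% = acetylcholine EC80 with DMSO and 100% = DMSO without agonist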
# M1 PAM: positive allosteric modulators of human M1 muscarinic receptor; P11229; activation, % at 3 µM; CHO-K1 hM1, Fluo-8 calcium fluorescence, ACh EC20; 0% = ACh EC20, 100% = maximal ACh; 360,000 tested, 0.088% active; in the data active means activation above about 19%, passing the limit was not always enough
# Target sequence (P11229 whole entry, looked up): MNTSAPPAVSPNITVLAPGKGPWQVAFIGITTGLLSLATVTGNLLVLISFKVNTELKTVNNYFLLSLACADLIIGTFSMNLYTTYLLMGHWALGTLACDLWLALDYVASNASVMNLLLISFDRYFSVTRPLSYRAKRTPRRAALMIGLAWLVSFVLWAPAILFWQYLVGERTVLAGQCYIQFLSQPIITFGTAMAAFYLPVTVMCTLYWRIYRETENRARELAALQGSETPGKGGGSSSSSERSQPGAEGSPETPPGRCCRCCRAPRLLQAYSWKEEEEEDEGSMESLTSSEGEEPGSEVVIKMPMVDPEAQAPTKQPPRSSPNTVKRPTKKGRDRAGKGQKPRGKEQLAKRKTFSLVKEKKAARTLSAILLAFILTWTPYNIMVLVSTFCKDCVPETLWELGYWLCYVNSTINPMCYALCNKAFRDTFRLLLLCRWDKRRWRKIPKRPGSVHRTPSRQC
# CHRM5 agonist: CHRM5 agonism in calcium assay | CHO-K1 hM5 cells, Fluo-8 calcium fluorescence; 0% DMSO wells, 100% maximal acetylcholine response | P08912 | activation, % at 3 µM | 360,000 tested, 0.19% active;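 active means activation above the run's mean over test compounds plus 3 SD, cut at about 23% in these data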;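 further: signal is peak over basal fluorescence ratio across the kinetic read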
# M4 ag: agonists of human muscarinic M4 receptor (CHRM4) | P08173 | CHO-K1 hM4/Gqi5, Fluo-8 calcium fluorescence; vehicle 0%, full acetylcholine response 100% | activation, % at 3 µM | 360,000 tested, 0.14% active | AID 624127;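 active means activation above the run mean over all test wells plus 3 SD, cut at about 32% in these data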;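 further: peak over basal fluorescence ratio per well then scaled between controls; 0% = DMSO wells and 100% = acetylcholine at EC100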
# Target sequence (P08173 whole entry, looked up): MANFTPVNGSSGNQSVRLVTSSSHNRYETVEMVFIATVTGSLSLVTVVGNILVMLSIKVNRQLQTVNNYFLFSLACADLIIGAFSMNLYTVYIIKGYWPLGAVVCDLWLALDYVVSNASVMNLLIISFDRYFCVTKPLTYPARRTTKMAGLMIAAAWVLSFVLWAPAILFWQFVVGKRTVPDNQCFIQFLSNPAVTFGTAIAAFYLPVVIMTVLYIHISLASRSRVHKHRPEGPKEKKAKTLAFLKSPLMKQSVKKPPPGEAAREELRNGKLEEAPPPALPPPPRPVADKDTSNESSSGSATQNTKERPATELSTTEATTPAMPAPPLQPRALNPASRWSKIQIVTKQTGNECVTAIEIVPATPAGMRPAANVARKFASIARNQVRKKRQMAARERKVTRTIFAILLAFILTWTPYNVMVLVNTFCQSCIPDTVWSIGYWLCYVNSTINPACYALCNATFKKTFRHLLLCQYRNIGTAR
# M4 antag: blocks acetylcholine activation of human M4 receptor; P08173; CHO-hM4 cells, ACh EC80, Fluo-8 calcium fluorescence; inhibition, % at 3 µM; 360,000 tested, 0.73% active;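 active means inhibition above its plate's cutoff, the mean inhibition of sample wells plus 3 SD, cut at about 27% in these data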;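 further: 0% = acetylcholine EC80 with DMSO and 100% = DMSO without agonist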
# TAAR1 agonist: human TAAR1 agonism; AID 624467; Q96RJ0; CHO RD-HGA16 TAAR1, Fluo-8 calcium fluorescence; vehicle wells 0%, saturating PEA agonist 100%; activation, % at 3 µM; 360,000 tested, 0.99% active;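 active means activation above the mean activation of all test compounds in the run plus 3 SD, cut at about 38% in these data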
#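 Assay system – CHO-derived RD-HGA16 cells with stable Gα16 and human TAAR1 · Compound dosing – one-point dosing at 3 µM (nominal) · Incubation – 17-24 h seeding, 75 min 37 °C dye, 30 min RT · Measured by – kinetic Fluo-8 calcium fluorescence · Control set – DMSO vehicle as 0%, PEA at EC100 as 100% · Repeats – single well for each compound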
# CHRM5 PAM: potentiates acetylcholine response at human M5 receptor; activation, % at 3 µM; AID 624038; P08912; 360,000 tested, 0.3% active; CHO-K1 hM5, Fluo-8 calcium, ACh EC20 PAM; 0% = ACh EC20, 100% = ACh EC100;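 active means activation above the run cutoff, the mean activation of all test compounds plus 3 SD, cut at about 18% in these data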
#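 Measured by: Fluo-8 calcium fluorescence; material: human M5 receptor in CHO-K1 cells; schedule: Post-acetylcholine fluorescence recording 140 s; benchmarks: low control EC20 acetylcholine (0%), high control EC100 acetylcholine (100%); read-out: Max/basal fluorescence ratio as % of EC20–EC100 ACh window; compound: single dose, 3 µM nominal final test concentration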
# M1 antag: blocks human M1 muscarinic receptor. P11229. CHO-K1 hM1, Fluo-8 calcium fluorescence, ACh EC80 antagonist. inhibition, % at 3 µM. 360,000 tested, 1.3% active. AID 588852;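 active means percent inhibition above its own plate's cutoff, namely the mean of that plate's compound wells plus 3 SD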;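 further: peak over basal fluorescence ratio during 140 s after agonist addition; 0% = ACh EC80 plus DMSO and 100% = DMSO alone without agonist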
# CHRM1 agonist: human M1 muscarinic receptor agonism. P11229. CHO-K1 hM1, Fluo-8 calcium fluorescence, agonist mode; 0% DMSO, 100% acetylcholine EC100. 360,000 tested, 0.33% active. activation, % at 3 µM;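 active means activation above the run's mean compound activation plus 3 SD, cut at about 16% in these data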;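 further: peak over basal fluorescence ratio within a 140 s kinetic read after compound addition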
# Numbers without * were called inactive; . = not tested or not shown. A portion of the library; rates above refer to the full screens.
# Order of results – CHRM1 agonist	CHRM5 agonist	CHRM5 PAM	M4 ag	TAAR1 agonist	M4 antag	M1 antag	M1 PAM	M5 antag
> CCOC(=O)c1c(NC(=O)C2CCN(S(=O)(=O)c3cccs3)CC2)sc(C)c1C
  -1	-1	2	1	1	-4	-37	5	-8
> O=C(c1ccc2c(c1)OCO2)N(Cc1cccs1)C1(C(=O)NC2CCCCC2)CCCCC1
  -6	4	-7	6	4	-8	2	1	6
> CN(C)c1cc[n+](CC[n+]2ccc(N(C)C)cc2)cc1
  -12	0	-2	2	7	2	1	-2	7
> COCCNC(=O)c1cc(Br)ccc1Cl
  -2	-1	6	0	6	7	-15	10	-5
> Cc1cccc(-c2c(O)cc(=O)[nH]c2Cl)c1
  -5	-2	-1	0	3	4	3	-1	8
> CCOc1ccc2nc(Cl)c(/C=C/C(=O)c3ccco3)cc2c1
  -3	-1	6	3	2	-4	-10	5	-2
> Cc1ccc(NC(=O)Cn2cc(C(=O)C3CC3)c3ccccc32)cc1
  -1	1	-1	2	1	-4	-7	7	2
> Cc1ccccc1C1c2[nH]c3ccccc3c2C[C@H]2C(=O)N(c3ccccc3C(=O)NCCN3CCOCC3)C(=O)N12 (stereo partly specified)
  3	3	-4	12	9	-11	-15	14	10
> COCCNC(=S)NC12CC3CC(CC(C3)C1)C2
  -2	-5	11	1	7	9	-20	3	-2
> Cc1c(C(=O)NCc2ccccn2)sc2nc(-c3ccc(F)cc3)cn12
  1	2	-12	11	7	-3	-5	-4	10
> C/C(=N\O)C(=O)NCCCn1ccnc1
  -8	0	3	0	-1	0	3	-2	0
> COc1ccccc1-c1nc(-c2ccc(C)nc2OC)no1
  -1	-1	-4	2	13	4	2	1	7
> COCCC(=O)N1CCCC(C(=O)c2ccc(C(F)(F)F)cc2)C1 (stereo unspecified)
  -3	4	5	0	8	5	-8	9	-6
> COCCN1CCC(CO)C1 (stereo unspecified)
  -1	1	2	1	6	-4	-22	13	20
> Cc1nn(CCCC(=O)Nc2cnn(Cc3ccc(F)cc3)c2)c(C)c1[N+](=O)[O-]
  -1	6	9	3	7	-8	-40	6	-13
> COC(=O)c1ccc(COc2cccnc2[N+](=O)[O-])cc1
  -10	-4	-3	1	-1	-6	-14	13	13
> COc1ccc(-c2nnc3c4ccccc4c(C)nn23)cc1S(=O)(=O)N1CCN(CCO)CC1
  -5	-1	0	1	3	9	7	1	1
> Cc1ccc(NCN2C(=O)C3CC=C(Cl)CC3C2=O)cc1 (stereo unspecified)
  -2	-1	3	1	7	13	-13	6	6
> CNC(=O)/C(=C/c1ccc2c(c1)OCO2)NC(=O)c1ccc(Br)cc1
  -3	-1	-3	0	1	11	-1	1	6
> NCCCCCc1nnc(SCC(=O)c2ccc(Cl)cc2)o1
  -4	-13	-5	1	16	1	11	-10	3
> c1ccc2c(c1)nc1sccn12
  -4	0	3	0	9	1	-15	11	-4
> CCc1ccc(S(=O)(=O)Nc2cc3c(cc2N2CCOCC2)n(C)c(=O)c(=O)n3C)cc1
  -6	-3	-5	-1	-1	13	-2	-1	20
> COc1ccc2c(C)cc(N3CCCCCC3)nc2c1
  -14	-10	-16	0	13	21	22	-34	25
> COc1ccc(C(=O)NCC(=O)OCC(=O)N2CCc3ccccc32)cc1
  -3	-3	-2	1	0	-2	-11	12	6
> COc1cc(SC)ccc1C(=O)Nc1nccs1
  -4	1	-1	4	4	-10	-4	5	-9
> COc1ccc2[nH]c(C)c(CCN3C(=O)C4CC=CCC4C3=O)c2c1 (stereo unspecified)
  -1	1	-6	2	1	2	0	4	-1
> O=C(Cn1cnc2ccccc21)N/N=C/c1ccccc1
  -3	0	-5	3	26	-3	-8	12	-20
> Cc1ccccc1-n1ncc2c1CC(C)(C)CC2NC(=O)C1=CC(=O)CC(C)(C)O1 (stereo unspecified)
  -5	-2	0	1	8	10	3	-4	-6
> Cc1nc2ccc(S(=O)(=O)NC(C(=O)N3CCn4c3nc3ccccc34)C(C)C)cc2s1 (stereo unspecified)
  -5	4	-1	3	0	-4	-8	7	2
> CCOC(=O)/C(C#N)=C/Nc1ccccc1NS(=O)(=O)c1ccc2c(c1)OCCO2
  -7	-6	-10	7	12	-2	-2	5	2
> Cc1ccc(NC(=O)c2ccccc2-c2cc(C)no2)cc1
  -9	-3	7	1	-2	-5	-11	12	-11
> O=C(O)COCC(=O)Nc1ccc2c(c1)oc1ccccc12
  -2	0	-4	0	4	6	4	0	14
> Cc1cc(C)n(C2CCCCC2OC(=O)c2ccccc2F)n1 (stereo unspecified)
  -5	-1	-3	-1	9	10	19	0	1
> CCc1nnc(NC(=O)CSc2nc3cc(OC)c(OC)cc3cc2C)s1
  -9	2	8	1	-3	-10	-4	9	-26
> CN(C)C(=O)/C(=C/c1ccc(-c2cccc([N+](=O)[O-])c2)o1)NC(=O)c1ccccc1
  6	-1	2	6	1	-1	-7	7	6
> Cc1cc(CN(C)C(=O)c2cc(COc3ccc(F)cc3Cl)on2)n[nH]1
  0	1	-2	2	2	11	-1	1	2
> O=C(Nc1ccc2c(c1)OCO2)O[C@@H]1C[C@H]2CCCC(=O)N3CC[C@@H](C1)[C@@H]23
  -6	-1	0	1	6	4	3	4	15
> Cc1ccc(C2=NN(S(=O)(=O)c3ccccc3)C(c3ccco3)C2)cc1 (stereo unspecified)
  -4	-1	0	-1	-1	4	-4	-3	1
> COc1ccc(-c2csc(Nc3ccc(S(=O)(=O)Nc4cc(C)on4)cc3)n2)cc1C
  -5	15	-12	-2	12	-12	46*	-4	5
> CCN1C(=O)C(O)(CC(=O)c2ccccn2)c2ccccc21 (stereo unspecified)
  -5	-1	7	0	7	1	-11	11	-1
> CCOc1ccc(C(=O)Nc2ccc(S(=O)(=O)NCC3CCCO3)cc2)cc1OCC (stereo unspecified)
  -4	-2	-9	1	0	5	-5	3	15
> Cc1cccc(Oc2c(C=O)c3ccccc3n2C)c1
  -5	-8	-8	-3	1	-5	-7	0	0
> COc1ccc(Cl)cc1C(=O)Nn1c(-c2cccs2)nc2ccccc2c1=O
  -8	1	2	0	4	4	-4	5	0
> C[C@H](c1ccccc1)N1C[C@@H](COCc2ccccc2)Oc2cc(N3CC[C@H](O)C3)ccc2S1(=O)=O
  .	6	-2	8	4	-7	.	.	-7
> COC(=O)c1ccc(CN2CCCC(CO)(Cc3ccc(F)cc3F)C2)cc1 (stereo unspecified)
  11	-7	-13	2	-1	18	48*	-18	10
> COCCN(C(=O)c1cc(-c2ccncc2)nc2ccccc12)c1c(N)n(CC(C)C)c(=O)[nH]c1=O
  5	2	1	0	0	0	16	8	6
> COc1ccc(CCC(C)NC(=O)Cc2ccc(OC)c(OC)c2)c(OC)c1 (stereo unspecified)
  1	4	-3	4	2	0	-15	13	10
> COC(C[C@@H](O)C[C@H](O)COCc1ccccc1)OC
  -4	3	3	0	4	-3	-6	5	0
> CSc1nc2c(c(=O)[nH]1)C(c1cccc(Cl)c1)CC(=O)N2 (stereo unspecified)
  -4	1	-6	0	7	1	-2	-5	7
> CS(=O)(=O)N(CC(=O)Nc1ccc(S(=O)(=O)N2CCOCC2)cc1)c1ccccc1Cl
  -5	0	-5	3	1	6	6	2	-8

# Carrying on:
# Order of results – CHRM1 agonist	CHRM5 agonist	CHRM5 PAM	M4 ag	TAAR1 agonist	M4 antag	M1 antag	M1 PAM	M5 antag
> CCOc1ccccc1NC(=S)NC(=O)CCCOc1ccc(Cl)cc1Cl
  1	1	-3	0	14	-15	-30	24	0
> O=C(CCNC(=O)c1ccc(Cl)cc1)Nc1ccc(S(=O)(=O)N2CCCCC2)cc1
  -6	3	-4	0	2	0	-2	3	3
> Nc1n[nH]c(-c2ccccc2[N+](=O)[O-])n1
  -4	1	-6	1	7	-2	-7	5	10
> COc1ccccc1NC(=O)CCc1nc(-c2ccccc2F)no1
  0	3	1	4	1	-3	-5	1	-4
> CCN(CC)S(=O)(=O)c1cccc(NC(=O)c2cc(-c3cccs3)nn2-c2ccccc2)c1
  -3	-3	-6	1	-1	-17	-1	-3	6
> CC(C)N(CCNCC(O)COc1ccc(C(C)(C)c2ccccc2)cc1)C(C)C (stereo unspecified)
  -4	-6	-10	9	24	3	34*	-19	-6
> O=C(Nc1ccc(F)cc1)C(CCc1ccccc1)N1CCN(c2ccncc2)CC1 (stereo unspecified)
  .	-3	-4	7	8	-2	.	.	11
> O=C(Nc1ccccc1N1CCCC1)c1cccnc1Cl
  -5	-3	4	1	5	5	-14	14	-5
> COc1ccc(Cl)cc1NC(=O)c1ocnc1C
  -1	-3	-1	0	4	8	0	4	5
> Cc1ccc(Cl)cc1N1CCN(C(=O)Cc2c(C(=O)O)[nH]c3ccccc23)CC1
  -8	-5	-4	2	0	1	-19	6	5

# Marked active in M1 antag, among the entries above:
SMILES,CHRM1 agonist,CHRM5 agonist,CHRM5 PAM,M4 ag,M4 antag,M1 antag,M1 PAM,M5 antag
COc1ccc(-c2csc(Nc3ccc(S(=O)(=O)Nc4cc(C)on4)cc3)n2)cc1C,-5,15,-12,-2,-12,46*,-4,5
COC(=O)c1ccc(CN2CCCC(CO)(Cc3ccc(F)cc3F)C2)cc1 (stereo unspecified),11,-7,-13,2,18,48*,-18,10
CC(C)N(CCNCC(O)COc1ccc(C(C)(C)c2ccccc2)cc1)C(C)C (stereo unspecified),-4,-6,-10,9,3,34*,-19,-6

# Later entries:
# Order of results – CHRM1 agonist	CHRM5 agonist	CHRM5 PAM	M4 ag	TAAR1 agonist	M4 antag	M1 antag	M1 PAM	M5 antag
> COc1cccc(NC(=O)CN(C)C(=O)c2ccc3c(c2)S(=O)(=O)N=C2CCCCCN23)c1
  -6	-4	5	0	0	-14	-9	5	-6
> CCOc1ccccc1N(CC)C(=O)Cn1ncc2c(=O)oc3ccccc3c21
  -4	-1	-1	3	0	-15	-9	5	0
> OCCNc1nc(-c2ccccc2)nc2c1oc1ccccc12
  -5	-2	-8	4	0	-1	-4	2	14
> CCS(=O)(=O)N1CCN(C(=O)c2cccc3ccccc23)CC1
  -2	1	3	1	3	-3	-20	12	9
> Cc1ccc(Cn2cccc2C2=NC(C)CO2)cc1 (stereo unspecified)
  -6	-6	-7	0	2	6	10	-8	2
> COc1cc(CNc2nc3ccccc3n2Cc2ccccc2)ccc1O
  -1	3	-7	3	4	-3	5	0	10
> COc1ccccc1Cn1nc(C(=O)O)c2ccccc2c1=O
  -1	1	-1	-1	3	13	-5	5	16
> CC(=O)Nc1ccc2nc(SCC(=O)O)sc2c1
  1	2	6	1	2	2	-20	14	-3
> Cc1cccc(Cn2c(SCCN3CCCCC3)nc3c2c(=O)[nH]c(=O)n3C)c1
  -7	2	-17	19	-1	5	24	-10	20
> Cc1c(C(=O)NC(c2ccccn2)C(F)(F)F)oc2c(F)cccc12 (stereo unspecified)
  2	-4	-3	0	-1	9	-8	5	13
> COc1ccc(-n2c(CN3CCN(C)CC3)nc3ccc([N+](=O)[O-])cc3c2=O)c(OC)c1
  -5	-1	-8	2	4	19	-14	11	15
